Assay outcomes (PubChem)
RPL19A TOR yeast – alters RPL19A-GFP fluorescence in TOR pathway yeast screen; S. cerevisiae RPL19A-GFP strain, flow cytometry, 3 h; hits give low values; percent response vs DMSO, % at 10 µM; actives 0.3% (n = 330,000); AID 2025;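 active means percent response vs DMSO below 50%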;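 further: median channel GFP fluorescence of the barcoded RPL19A-GFP strain; ratio of sample median GFP to plate DMSO average so 100% = DMSO; lower means less RPL19A-GFP as with rapamycin TOR inhibition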
AHR act – human AHR activation. actives 2.5% (n = 320,000). AHR-responsive luciferase reporter cells, luminescence. AID 2796. activation, % at 5 µM. P35869; in the data active means activation above about 47%;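 further: 0% = vehicle wells and 100% = reference agonist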
Target sequence (P35869 whole entry, looked up): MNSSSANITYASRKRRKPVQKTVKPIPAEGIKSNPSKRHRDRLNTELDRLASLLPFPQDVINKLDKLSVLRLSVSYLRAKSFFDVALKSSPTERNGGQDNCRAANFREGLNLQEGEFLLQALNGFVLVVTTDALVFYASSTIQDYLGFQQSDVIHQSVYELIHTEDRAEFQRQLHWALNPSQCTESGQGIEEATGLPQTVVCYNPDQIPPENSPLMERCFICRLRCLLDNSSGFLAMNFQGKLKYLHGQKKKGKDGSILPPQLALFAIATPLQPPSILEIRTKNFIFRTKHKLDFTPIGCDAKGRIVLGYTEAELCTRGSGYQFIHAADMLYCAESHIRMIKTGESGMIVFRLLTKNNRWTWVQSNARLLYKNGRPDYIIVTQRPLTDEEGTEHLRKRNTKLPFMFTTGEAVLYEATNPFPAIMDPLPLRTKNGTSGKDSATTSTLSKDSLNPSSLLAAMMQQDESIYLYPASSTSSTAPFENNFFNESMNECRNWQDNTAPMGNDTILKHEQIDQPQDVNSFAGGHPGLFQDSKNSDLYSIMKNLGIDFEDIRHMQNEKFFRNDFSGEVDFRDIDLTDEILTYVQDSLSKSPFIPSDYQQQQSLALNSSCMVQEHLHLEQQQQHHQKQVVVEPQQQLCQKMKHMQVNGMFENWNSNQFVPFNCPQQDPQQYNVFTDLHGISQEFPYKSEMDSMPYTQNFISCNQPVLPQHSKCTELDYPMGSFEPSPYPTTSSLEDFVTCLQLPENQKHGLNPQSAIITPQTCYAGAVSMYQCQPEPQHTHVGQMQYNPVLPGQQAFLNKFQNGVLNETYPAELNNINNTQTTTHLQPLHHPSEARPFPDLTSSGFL
EBNA-1 inh – blocks EBNA-1 binding to DNA; EBNA-1 DNA binding, fluorescence polarization; inhibition, % at 14.8 µM; actives 0.34% (n = 300,000); AID 1950; in the data active means inhibition above about 28%
MEP2-GFP yeast – modulators of TOR pathway MEP2-GFP in S. cerevisiae | AID 2016 | GFP response vs DMSO, % at 10 µM | S. cerevisiae MEP2-GFP strain, flow cytometry GFP, 3 h; 100% = DMSO control level | actives 0.51% (n = 330,000);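 active means GFP response versus DMSO above a set limit, roughly screen mean plus 3 SD, cut at about 180% in these data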;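 further: median GFP fluorescence of the barcode-gated MEP2-GFP cells per well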
LAP4 TOR yeast – modulators of TOR pathway LAP4-GFP in S. cerevisiae | S. cerevisiae LAP4-GFP multiplex, flow cytometry GFP, 3 h; median GFP as percent of DMSO wells | GFP response vs DMSO, % at 10 µM | actives 0.34% (n = 320,000);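 active means GFP response vs DMSO above a set limit, about the screen mean plus 3 SD, cut at about 150% in these data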
proCasp3 act – activates human procaspase-3; AID 463141; activation, % at 8.5 µM; P42574; actives 0.11% (n = 330,000); recombinant procaspase-3 D3A, Ac-DEVD-pNA absorbance 405 nm;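 active means activation above the mean of all tested compounds plus 3 SD, cut at about 21% in these data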;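 further: 0% = DMSO alone and 100% = DMSO wells spiked with extra 5 µM PC-3 D3A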
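Compound: 8.5 µM single point, 0.8% DMSO / Material: Autoprocessing-dead procaspase-3 D3A mutant enzyme / Timing: 1 h preincubation plus 2 h reaction at 25 °C / Medium: Zinc-free HEPES/NaCl buffer with 0.01% Triton X-100 at pH 7.4 / Technique: 405 nm absorbance of p-nitroaniline, reads at 0 and 120 min / Repeats: one well per compound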
procasp7 counter – counter-screen: procaspase-7 (human) activation | actives 0.093% (n = 330,000) | AID 463210 | recombinant procaspase-7, Ac-DEVD-pNA absorbance 405 nm; D23A/D198A/D206A triple mutant, cannot self-cleave; scale: DMSO 0, 5 µM enzyme 100 | P55210 | activation, % at 8.5 µM;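 active means percent activation above the screen-wide mean plus 3 SD, cut at about 25% in these data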
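signal = Epi-absorbance of released pNA at 405 nm, two timepoints | assay system = Uncleavable procaspase-7 mutant enzyme | reagent = Ac-DEVD-pNA substrate, 400 µM as added | times = 1 h enzyme–compound preincubation and 2 h substrate reaction, both 25 °C | benchmarks = low DMSO alone, high DMSO plus 5 µM PC-7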
ZTA counter – ZTA (EBV) inhibition in EBNA-1 counter-screen. P03206. ZTA-DNA binding, fluorescence polarization. inhibition, % at 11 µM. actives 0.15% (n = 320,000). AID 2234; in the data active means inhibition above about 33%
* marks the source's active call; other numbers are inactive results; . = no result given. Rows were taken by chance. Share with any hit: about 3.8%.

SMILES,RPL19A TOR yeast,AHR act,EBNA-1 inh,MEP2-GFP yeast,LAP4 TOR yeast,proCasp3 act,procasp7 counter,ZTA counter
O=C(Nc1nnc(C2=COCCO2)o1)c1cccc(F)c1,104,4,9,100,95,3,10,-13
CC(=O)Nc1ccc(NC(=O)C(C)Sc2nnc(-c3ccc4c(c3)OCO4)o2)cc1 (stereo not given),99,15,.,107,109,8,0,.
Cc1ccc(NC(=O)CCNS(=O)(=O)c2ccccc2)c(C(=O)c2ccccc2)c1,98,2,-7,97,96,0,-6,0
O=C(COc1ccc(Cl)cc1Cl)Nc1c(-c2cccs2)nc2ccccn12,.,6,-8,.,.,5,7,-5
CC(C)(C)c1cc(C(C)(C)C)cc(S(=O)(=O)CCc2ccccn2)c1,93,2,2,91,91,5,5,12
Cc1ccccc1/C=C\c1nc(O)c([N+](=O)[O-])c(=O)[nH]1,100,-1,13,148,96,5,0,19
O=C(NCc1ccccn1)c1ccc(Cl)c(S(=O)(=O)N2CCOCC2)c1,107,0,-2,108,89,8,-4,13
N#Cc1cc2c(nc1SCc1cccc(Cl)c1)CCCCC2,97,-1,-10,107,98,5,11,0
CSCc1ccc(C(=O)OCc2nc3ccccc3s2)o1,99,21,.,101,106,8,1,.
Cn1c(SCC(=O)N2CCCC2)nc2ccccc2c1=O,108,3,9,103,102,-5,9,5
CCOC(=O)c1ccc(CN(Cc2ccccc2)S(=O)(=O)c2cccc([N+](=O)[O-])c2)cc1,101,-4,-4,95,92,6,-7,0
O=C(CN(Cc1ccccc1)S(=O)(=O)c1ccc(Br)cc1)NCc1ccco1,106,-2,-3,101,96,5,-11,-12
Cn1cnc([N+](=O)[O-])c1Nc1ccccc1O,95,6,-2,95,93,4,-7,4
CCOc1ccc(S(=O)(=O)Nc2cccc(N(C)S(C)(=O)=O)c2)cc1,97,2,-7,98,100,3,-7,-1
Cc1ccc(NC(=O)NCCN2CCCCC2)cc1Cl,106,5,1,110,97,-2,-1,5
NC(=S)NC1CC2C=CC1C2 (stereo not given),99,0,4,106,108,9,5,-8
COc1ccc(-c2nn(-c3ccccc3)cc2C(=O)NCC(c2cccs2)N2CCOCC2)cc1 (stereo not given),98,7,-3,103,104,-2,4,-10
O=C(Cn1c(=O)c2cccn2c2cccnc21)NCCCN1CCN(c2ccc(F)cc2)CC1,106,2,0,96,106,9,1,9
CCn1c(COc2ccc(Cl)c(C)c2)nnc1SCC(=O)N1CCCC1,101,2,-2,104,84,2,9,-15
Cc1ccc(N2C(=O)C3CCC(c4ccccc4)CC3C2=O)cc1 (stereo not given),97,-2,-6,104,99,4,1,6
COc1ccc(C2(O)C(=O)Nc3ccc(C)cc32)cc1 (stereo not given),96,3,4,95,91,-4,16,4
O=C(COC(=O)c1ccc(Cl)nc1)NNC(=O)c1ccc(Br)cc1,95,3,.,109,101,8,5,1
CCCn1c(=O)n(C)c(=O)c2c(SCC(=O)Nc3cc(C)on3)nc(C(C)(C)C)nc21,122,-3,.,120,123,5,0,-1
COCCSc1nnc(NC(=O)Cc2ccc(OC)cc2)s1,88,0,6,87,95,2,0,-1
COc1cccc(C2=CC(=O)CC(C)(C)C2)n1,.,-5,6,.,.,-6,7,1
O=C(NCc1ccccn1)c1ccc(Cn2c(=S)[nH]c3ccccc3c2=O)cc1,99,4,2,108,92,9,9,-8
O=C(O)c1cn(Cc2ccccn2)c(=O)c2ccccc12,97,0,-8,99,85,-2,9,-3
O=C(Nc1ccccn1)N1CCOCC1,96,1,-11,97,87,1,1,3
O=S1(=O)N=C(N2CCCc3ccccc32)c2ccccc21,99,4,-6,104,96,2,-4,-1
O=C(NCc1ccncc1)C(=O)N/N=C/c1ccccn1,102,5,12,111,92,2,4,1
Cc1nn(C)c(C)c1/C=C/C(=O)c1ccc(Cl)cc1Cl,93,6,-3,90,97,4,-6,7
COc1ccccc1NC(=O)CS(=O)(=O)c1cn(CC(=O)N2CCCC2)c2ccccc12,100,-3,6,106,81,-2,-11,1
Cc1ccc(N2CC(C(=O)Nc3ccc4c(c3)OCO4)CC2=O)cc1C (stereo not given),95,8,-7,93,77,-6,-7,-6
O=C(NCCc1ccccc1)C1CCN(S(=O)(=O)c2ccc(-n3cnnn3)cc2)CC1,91,2,4,99,97,0,13,-2
CC(C)C(NS(=O)(=O)c1ccccc1)C(=O)N1CCCCCC1 (stereo not given),93,0,-13,91,78,10,4,12
COC(=O)N1C(=O)[C@@](c2ccc(OC)cc2)(C(C)C)N1C(=O)OC,91,1,9,86,104,-3,-3,7
Cc1cccc(OCc2nnc(N)s2)c1C,98,-1,0,106,112,5,10,-3
Cc1ccc(CN(C)C(=O)c2cc(COc3cccc(C(F)(F)F)c3)on2)o1,102,3,-10,111,104,-24,-26,-25
Cn1nc(-c2ccccc2)cc1NS(=O)(=O)c1ccccc1,96,13,2,98,112,-3,6,-9
CN1CCN(NC(=O)c2cc(-c3ccc(Br)s3)nc3ccccc23)CC1,101,-1,1,103,100,6,7,9
O=C(CSc1ccccc1C(=O)O)NCC1CCCCC1,101,0,3,103,110,-5,10,17
Cc1ccc(N2C(=O)N(CC(=O)NC(c3ccccc3)c3ccccc3)C(=O)C2C)cc1 (stereo not given),.,7,0,107,99,9,-3,-5
COc1cccc(C(=O)Nc2c(F)c(F)c(F)c(F)c2F)c1,100,6,-2,95,101,5,-5,-8
O=C(CCCCCN1C(=O)CCC1=O)NCc1ccccc1,98,2,11,98,98,1,4,-10
Cc1cc(=O)oc2cc(OCC(=O)NC3CCN(Cc4ccccc4)CC3)ccc12,109,-1,0,114,106,1,3,-7
NC(=O)c1ccc(NC(=S)NCc2ccco2)cc1,95,3,-8,92,90,8,4,0
CN(C1CCCCC1)S(=O)(=O)c1cccc2nsnc12,106,-1,2,103,120,-4,-3,1
COc1cc(OC)c(-c2nnc(-c3ccc(OC)c(OC)c3OC)o2)cc1OC,96,38,6,99,102,5,10,3
CCCCOC(=O)c1ccc(NC(=O)COC(=O)CSc2nc(C)cc(C)n2)cc1,104,1,-6,103,94,-3,1,-15
Cc1ccc(S(=O)(=O)Nc2ccc(O)c3ncccc23)cc1,97,1,6,103,104,-5,-12,2
CC(C)c1ccc(NC(=O)c2ccc3c(c2)C(=O)N(Cc2cccnc2)C3=O)cc1,104,8,-6,105,88,-3,5,-15
COc1cc2c(cc1NC(=O)C(C)N1CCN(S(=O)(=O)c3ccccc3[N+](=O)[O-])CC1)oc1ccccc12 (stereo not given),98,42,-2,96,98,-1,5,-7
COCCCn1c(=O)c2sccc2n(Cc2ccccc2C)c1=O,98,0,10,94,98,1,5,16
Cc1c(Cl)c(C(=O)NC2C3CC4CC(C3)CC2C4)nn1C (stereo not given),100,-1,0,95,104,-1,8,-7
COC(=O)C(C)NC(=O)CNS(=O)(=O)c1ccc(F)cc1 (stereo not given),100,-2,7,98,96,-6,1,6
O=S(Cc1ccc(Cl)cc1)CC(O)COc1ccc(Cl)cc1 (stereo not given),99,2,-3,102,99,3,3,4
CCOC(=O)CCSCC(=O)Nc1nnc(C)s1,93,1,-1,107,93,-1,13,0
CCOc1cccc2sc(N(CCN(CC)CC)C(=O)c3ccc(S(=O)(=O)N4CCCCC4)cc3)nc12,99,9,5,102,98,-1,11,-3
COc1cccc(CCc2nnc(CCC(=O)NC(C)Cc3cccs3)o2)c1 (stereo not given),97,2,-22,92,91,7,-1,-17
CCOC(=O)C1=C(CC)Nc2ccccc2N=C1NC(=O)c1cc(S(=O)(=O)N2CCOCC2)ccc1C,111,10,.,104,106,3,-3,.

The results go on:
SMILES,RPL19A TOR yeast,AHR act,EBNA-1 inh,MEP2-GFP yeast,LAP4 TOR yeast,proCasp3 act,procasp7 counter,ZTA counter
Cc1nn(Cc2ccccc2Cl)c2sc(C(=O)OC3CCCC3=O)cc12 (stereo not given),111,6,-5,103,104,-2,-13,-3
O=S(=O)(c1ccc(F)cc1)N1CCN(Cc2ccccc2C(F)(F)F)CC1,102,0,8,100,105,10,1,13
CCC1CSC(Nc2ccc(C(=O)/C=C/c3ccc(OC)c(OC)c3)cc2)=N1 (stereo not given),102,10,-2,95,92,-1,-4,15
Cc1ccc(-c2csc(NC(=O)c3ccc(Br)cc3)c2C(=O)O)cc1,110,1,2,135,98,1,-3,-8
Brc1ccc(OCCN2CCOCC2)cc1,98,-2,1,102,93,1,-1,-18
CCc1nc(SCC(=O)Nc2ccccc2OC)c2c(C)c(C)sc2n1,97,13,-8,101,85,-3,0,-5
CCC(C)c1ccccc1NC(=O)CN(CC)CC(=O)Nc1ccc2c(c1)OCCO2 (stereo not given),96,8,.,93,95,-6,8,.
O=C(Cc1cccc([N+](=O)[O-])c1)Nc1ccc(C(=O)N2CCCCC2)cc1,97,-4,.,100,95,-4,-9,.
CC(=O)NCCn1c(C)cc2ccccc21,99,1,-5,101,95,3,11,8
COc1ccc(CNC(=O)COC(=O)CN2C(=O)NC3(CCCC3)C2=O)cc1,94,1,.,96,98,-2,8,-20
Cc1nc2c(cnn2-c2ccccc2)c(=O)n1/N=C/c1ccccc1,100,-4,-9,105,114,13,6,-4
Cc1ccc(-n2c(-c3cc(C)n(C)n3)n[nH]c2=S)cc1,101,5,-7,100,97,-3,-10,9
N#Cc1ccncc1S(=O)c1ccc(Cl)cc1 (stereo not given),101,1,10,103,97,-2,1,-11
NC(=O)c1cc(S(=O)(=O)N2CCCC2)ccc1OCc1ccc(F)cc1,114,-2,1,114,102,0,8,3
Cn1cccc1Cc1nnc(SCC(=O)Nc2nccs2)n1C,101,2,-18,100,95,-10,-11,-8
NCCCC[C@H]1NC(=O)[C@H](CCC(=O)O)NC(=O)c2cc([N+](=O)[O-])cc(I)c2OCC[C@@H](C(N)=O)NC1=O,97,-3,4,90,122,-13,7,12
COc1cc(C2CC(=O)N(CC(=O)NCc3ccco3)c3ccccc3S2)cc(OC)c1OC (stereo not given),98,-3,7,99,102,2,2,-8
O=C(NCCCCNC(=O)c1cccs1)c1cccs1,102,4,-16,105,94,5,-3,-7
O=c1c2ccccc2[nH]c(=S)n1CCN1CCN(Cc2ccccc2)CC1,104,1,-7,104,102,-4,-7,-4
CCc1ccc(NC(=S)Nc2cccc3cnccc23)cc1,94,23,9,103,104,-5,-4,2
CCN(CC)c1ccc(C(=O)OCC(=O)N(C)Cc2ccccc2)cc1,87,2,-4,86,88,7,8,5

Reprinted from above, four compounds:
SMILES,RPL19A TOR yeast,AHR act,EBNA-1 inh,MEP2-GFP yeast,LAP4 TOR yeast,proCasp3 act,procasp7 counter,ZTA counter
COc1cc(C2CC(=O)N(CC(=O)NCc3ccco3)c3ccccc3S2)cc(OC)c1OC (stereo not given),98,-3,7,99,102,2,2,-8
O=C(NCCCCNC(=O)c1cccs1)c1cccs1,102,4,-16,105,94,5,-3,-7
O=c1c2ccccc2[nH]c(=S)n1CCN1CCN(Cc2ccccc2)CC1,104,1,-7,104,102,-4,-7,-4
CCc1ccc(NC(=S)Nc2cccc3cnccc23)cc1,94,23,9,103,104,-5,-4,2
